NR3A LBD binder = binders of NR3A ligand-binding domain, primary screen, biophysical, differential scanning fluorimetry, uHTS; Glutamate receptor ionotropic, NMDA 3A (GRIN3A) ligand-binding domain; NR3A LBD differential scanning fluorimetry, Tm shift; 0% = protein alone, 100% = glycine-bound protein; Tm shift relative to glycine control, % at 25 µM; 340,000 tested, 2.5% active; AID 1259313, 2017;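 active means melting temperature shift of at least 10% of the positive control shift, at one fixed dose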
NALP3 yeast inh = NALP3 inflammasome inhibitors in reconstituted yeast, primary screen, luminescence, uHTS | Yeast reconstituted NLRP3/ASC/caspase-1, beta-gal luminescence, 24 h | inhibition, % at 10 µM | 330,000 tested, 0.39% active | AID 2825, 2010;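 active means inhibition of 50% or more; inactive means inhibition below 50%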;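 further: plate controls were induced DMSO wells for no effect and uninduced yeast grown without galactose for full effect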
UPR XBP1 act = activators of adaptive XBP1 UPR arm, primary screen, cell-based, CHO-XBP1 luciferase reporter, luminescence, uHTS; IRE1-XBP1 UPR activation; percent of tunicamycin response, DMSO as zero; activation, % at 20 µM; 330,000 tested, 0.33% active;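 active means versus positive control, 20 µM dose yields 30% or more activation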;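 further: 100% = tunicamycin at 10 µg/mL and 0% = DMSO only wells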
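Material: CHO-XBP1 cells stably carrying IRE1-XBP1-driven luciferase reporter | Medium: F12 with 10% serum | Compound dosing: 20 µM single concentration, DMSO 1% | Incubation: Overnight seeding at 37 °C, 6 h compound treatment at 37 °C | Detection: Steady-Glo luminescence read | Read-out basis: % activation of reporter signal versus tunicamycin and DMSO controls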
tim10-1 inh = growth inhibitors of tim10-1 mutant yeast, primary screen, luminescence, uHTS. S. cerevisiae tim10-1 ts strain growth, BacTiter-Glo, 24 h. inhibition, % at 20 µM. 330,000 tested, 2.2% active. AID 463190, 2010;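 active means inhibition of at least 40%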;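 further: mutant grown at 25 °C; 0% = DMSO wells with yeast and 100% = wells holding no yeast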
TIM10 inh = growth inhibitors of isogenic TIM10 control yeast, primary screen, counter-screen for tim10-1 yeast inhibitor project, luminescence, uHTS | S. cerevisiae TIM10 strain growth, BacTiter-Glo luminescence, 24 h | inhibition, % at 10 µM | 330,000 tested, 1.4% active;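 active means inhibition of 40% or more at the single tested concentration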;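 further: wild-type TIM10 isogenic control strain grown at permissive 25 °C; 0% = DMSO yeast wells and 100% = minimal medium wells without yeast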
APJ ag = agonists of human apelin receptor APJ, primary screen, CHO-K1 cells, PathHunter beta-arrestin, luminescence. P35414. AID 2520, 2010. 0% DMSO wells, 100% apelin. activation, % at 20 µM. 330,000 tested, 0.11% active;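 active means activation more than six SD over the plate average, tested at 20 µM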;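 further: 0% = DMSO alone and 100% = apelin-13 at 10 nM; some results filed as inactive read as strong as hits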
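Material: engineered CHO-K1 APJ arrestin reporter cells; amount: 1000 CHO-K1 reporter cells seeded per well; incubation: compound stimulation 90 min at 25 °C, detection 60 min; signal: luminescent beta-gal fragment complementation, chemiluminescent substrate; read-out basis: APJ agonist activity; controls: DMSO-only wells as negative, 10 nM Apelin-13 as positive control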
Mdm2-MdmX inh = inhibitors of human Mdm2-MdmX association, primary screen, cell-based, luminescence, split luciferase, SaOS-2, uHTS. inhibition, % at 8 µM. 330,000 tested, 3% active. SaOS-2 split-luciferase Mdm2/MdmX complementation. Protein Mdm4 (Homo sapiens) + E3 ubiquitin-protein ligase Mdm2 (Homo sapiens), …;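 active means inhibition of at least 50% at 8 µM in the primary screen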
Target sequence (O15151 whole entry, looked up): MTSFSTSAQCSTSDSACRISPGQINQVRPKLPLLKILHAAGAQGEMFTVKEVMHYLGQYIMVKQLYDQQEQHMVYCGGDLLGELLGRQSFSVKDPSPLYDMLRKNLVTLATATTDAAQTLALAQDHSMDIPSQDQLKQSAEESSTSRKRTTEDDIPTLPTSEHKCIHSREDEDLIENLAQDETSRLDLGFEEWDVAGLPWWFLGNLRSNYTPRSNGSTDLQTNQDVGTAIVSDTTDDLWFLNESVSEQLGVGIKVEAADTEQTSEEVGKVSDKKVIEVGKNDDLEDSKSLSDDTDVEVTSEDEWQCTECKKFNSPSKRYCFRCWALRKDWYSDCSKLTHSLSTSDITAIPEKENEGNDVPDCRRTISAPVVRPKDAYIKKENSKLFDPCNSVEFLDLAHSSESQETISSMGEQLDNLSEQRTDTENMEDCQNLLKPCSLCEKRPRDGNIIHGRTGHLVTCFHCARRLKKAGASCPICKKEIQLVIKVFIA
Target sequence (Q00987 whole entry, looked up): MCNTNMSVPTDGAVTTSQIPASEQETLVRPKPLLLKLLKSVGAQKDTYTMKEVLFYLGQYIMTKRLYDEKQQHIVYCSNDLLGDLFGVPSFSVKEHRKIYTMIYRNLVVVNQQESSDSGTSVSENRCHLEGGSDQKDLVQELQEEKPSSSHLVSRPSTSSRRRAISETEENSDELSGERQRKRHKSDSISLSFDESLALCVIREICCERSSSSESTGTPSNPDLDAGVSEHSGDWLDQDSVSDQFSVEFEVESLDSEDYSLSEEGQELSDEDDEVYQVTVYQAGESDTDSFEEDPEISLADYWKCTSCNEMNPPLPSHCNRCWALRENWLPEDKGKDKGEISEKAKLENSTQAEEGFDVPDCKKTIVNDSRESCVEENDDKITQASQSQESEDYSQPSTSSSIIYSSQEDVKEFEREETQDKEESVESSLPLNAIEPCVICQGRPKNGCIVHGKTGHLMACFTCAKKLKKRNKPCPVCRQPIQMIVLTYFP
CHOP UPR activ = activators of apoptotic CHOP UPR arm, primary screen, cell-based, CHO-CHOP luciferase reporter, luminescence, uHTS; UPR activation; percent of tunicamycin response over DMSO baseline; activation, % at 10 µM; 330,000 tested, 0.34% active;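 active means at 10 µM dose, activation of 40% or more, normalized to positive control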;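 further: 100% = tunicamycin at 10 µg/mL and 0% = DMSO alone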
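Assay system: CHO-CHOP cells, stable luciferase reporter of PERK-eIF2a-CHOP signalling / Buffer or medium: F12 plus 10% serum / Compound dosing: one dose, 10 µM in 0.5% DMSO / Times: 6 h compound treatment, 37 °C / Technique: luciferase luminescence / Read-out: % reporter activation, DMSO baseline versus tunicamycin full activation / Benchmarks: tunicamycin and DMSO controls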
tim23-1 inh = growth inhibitors of tim23-1 mutant yeast, primary screen, luminescence, uHTS | 330,000 tested, 1.3% active | S. cerevisiae tim23-1 growth, BacTiter-Glo luminescence, 24 h | AID 463212, 2010 | inhibition, % at 20 µM;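 active means growth inhibition of the mutant yeast at or above 50%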;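 further: temperature-sensitive mutant grown at 25 °C; plate controls were DMSO-treated mutant yeast for no effect and medium wells lacking yeast for full effect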
Active calls of the source: *. No enrichment for hits; about 8.2% have a hit in one of these screens.

CCc1ccc(N=Nc2ccc(O)c3[nH]cnc23)cc1 was read as NR3A LBD binder -6, NALP3 yeast inh 51*, UPR XBP1 act 13, tim10-1 inh 29, TIM10 inh 25, APJ ag -7, Mdm2-MdmX inh 19, CHOP UPR activ 12 and tim23-1 inh 37.
Screening Cc1cc(C)nc(NN=C2CCCC2)n1 returned NR3A LBD binder 1, NALP3 yeast inh 4, UPR XBP1 act -3, tim10-1 inh 13, TIM10 inh 4, APJ ag -1, Mdm2-MdmX inh -3, CHOP UPR activ -0.2 and tim23-1 inh 12.
CCC(C(=O)Nc1ccc([N+](=O)[O-])cn1)c1ccccc1 (stereo not given) was read as NR3A LBD binder 1, NALP3 yeast inh 27, UPR XBP1 act -2, tim10-1 inh 10, TIM10 inh 6, APJ ag -1, Mdm2-MdmX inh 4, CHOP UPR activ -1.7 and tim23-1 inh 19.
For CC(C)(CO)NCC#Cc1ccccc1 the results were NR3A LBD binder 1, NALP3 yeast inh 4, UPR XBP1 act 3, tim10-1 inh -13, TIM10 inh -8, APJ ag -1, Mdm2-MdmX inh -9, CHOP UPR activ 0.1 and tim23-1 inh -4.
CCC(=O)Nc1ccc(C(=O)c2ccccc2)cc1 was read as NR3A LBD binder -1, NALP3 yeast inh 20, UPR XBP1 act 7, tim10-1 inh 23, TIM10 inh 17, APJ ag -2, Mdm2-MdmX inh 7, CHOP UPR activ 3.0 and tim23-1 inh 20.
For CC(C)CCC(=O)N1CCOC1=O the results were NR3A LBD binder -2, NALP3 yeast inh 10, UPR XBP1 act 3, tim10-1 inh 5, TIM10 inh -3, APJ ag 4, Mdm2-MdmX inh 3, CHOP UPR activ 0.5 and tim23-1 inh 11.
Screening Cc1ccc(CCN2CC(C(=O)O)CC2=O)cc1 (stereo not given) returned NR3A LBD binder 3, NALP3 yeast inh 4, UPR XBP1 act 0, tim10-1 inh -4, TIM10 inh -9, APJ ag -7, Mdm2-MdmX inh 21, CHOP UPR activ -1.0 and tim23-1 inh -4.
For O=C1NC2(CCc3ccccc3C2)C(=O)N1CCOc1cccc(Cl)c1 (stereo not given) the results were NR3A LBD binder 1, NALP3 yeast inh 18, UPR XBP1 act -1, tim10-1 inh 20, TIM10 inh 17, APJ ag 2, Mdm2-MdmX inh -16, CHOP UPR activ 3.8 and tim23-1 inh 29.
Screening CCC(=O)/C(=C(/O)c1ccccc1)c1nc2ccccc2[nH]1 returned NR3A LBD binder -1, NALP3 yeast inh 9, UPR XBP1 act 0, tim10-1 inh 8, TIM10 inh -6, APJ ag -3, Mdm2-MdmX inh -27, CHOP UPR activ 2.5 and tim23-1 inh 8.
COc1cc(/C=C(/NC(=O)c2ccccc2)C(=O)N2CCOCC2)c([N+](=O)[O-])cc1OC was read as NR3A LBD binder 2, NALP3 yeast inh -6, UPR XBP1 act -2, tim10-1 inh 6, TIM10 inh 8, APJ ag -1, Mdm2-MdmX inh 19, CHOP UPR activ 1.9 and tim23-1 inh 1.
`CCC(SCC(=O)OC)C(=O)Nc1nnc(C(C)C)s1` (stereo not given) gave NR3A LBD binder -2, NALP3 yeast inh 15, UPR XBP1 act 3, tim10-1 inh 3, TIM10 inh -4, APJ ag -6, Mdm2-MdmX inh 26, CHOP UPR activ -0.7 and tim23-1 inh -3.
CCN(CC)c1ccc(NC(=O)C2CC(=O)N(Cc3ccccc3)C2)cc1 (stereo not given) was read as NR3A LBD binder 0, NALP3 yeast inh 14, UPR XBP1 act 0, tim10-1 inh 19, TIM10 inh 4, APJ ag 0, Mdm2-MdmX inh 9, CHOP UPR activ 0.3 and tim23-1 inh 4.
Screening Cn1cccc1CC(=O)N/N=C/C(Cl)=C/c1ccccc1 returned NR3A LBD binder -1, NALP3 yeast inh 14, UPR XBP1 act 3, tim10-1 inh 5, TIM10 inh 7, APJ ag -2, Mdm2-MdmX inh 9, CHOP UPR activ 1.2 and tim23-1 inh 15.
For CC1(CC(=O)N/N=C/c2ccc(-c3cccc(C(F)(F)F)c3)o2)OCCO1 the results were NR3A LBD binder 1, NALP3 yeast inh 3, UPR XBP1 act -2, tim10-1 inh 18, TIM10 inh 4, APJ ag -2, Mdm2-MdmX inh -19, CHOP UPR activ 1.0 and tim23-1 inh 14.
`CC(C)(C)n1nnnc1C(c1cccc(C#N)c1)N1CCC(Cc2ccccc2)CC1` (stereo not given) gave NR3A LBD binder 3, NALP3 yeast inh 6, UPR XBP1 act -3, tim10-1 inh 21, TIM10 inh 21, APJ ag -6, Mdm2-MdmX inh 27, CHOP UPR activ 4.5 and tim23-1 inh 32.
For CCCCCC(=O)N1CCN(S(=O)(=O)c2ccc3c(c2)OCCO3)CC1 the results were NR3A LBD binder 0, NALP3 yeast inh 27, UPR XBP1 act 1, tim10-1 inh 21, TIM10 inh 4, APJ ag -1, Mdm2-MdmX inh -2, CHOP UPR activ 0.9 and tim23-1 inh 32.
For COc1ccc(NC(=S)NNC(=O)OC(C)(C)C)cc1OC the results were NR3A LBD binder -4, NALP3 yeast inh 5, UPR XBP1 act 1, tim10-1 inh 11, TIM10 inh 6, APJ ag -5, Mdm2-MdmX inh 13, CHOP UPR activ 0.5 and tim23-1 inh -5.
Screening CCOc1ccc(N(CC(=O)NCCOc2ccccc2OC)S(=O)(=O)c2ccccc2)cc1 returned NR3A LBD binder 1, NALP3 yeast inh 23, UPR XBP1 act -4, tim10-1 inh 28, TIM10 inh 3, APJ ag -1, Mdm2-MdmX inh 6, CHOP UPR activ -1.9 and tim23-1 inh 22.
CCn1c(CNC(=O)c2ccccc2F)nnc1SCC(=O)NC1CCCCC1 was read as NR3A LBD binder -1, NALP3 yeast inh 18, UPR XBP1 act -3, tim10-1 inh 8, TIM10 inh 3, APJ ag -5, Mdm2-MdmX inh -5, CHOP UPR activ -0.5 and tim23-1 inh 6.
COc1ccc(CCNC(=O)CSc2nc(N)cc(=O)[nH]2)cc1OC was read as NR3A LBD binder 1, NALP3 yeast inh 13, UPR XBP1 act -2, tim10-1 inh 2, TIM10 inh 7, APJ ag -2, Mdm2-MdmX inh 3, CHOP UPR activ 0.4 and tim23-1 inh 4.

Compounds listed so far that contain a nitro group on carbon (two):
CCC(C(=O)Nc1ccc([N+](=O)[O-])cn1)c1ccccc1 (stereo not given) was read as NR3A LBD binder 1, NALP3 yeast inh 27, UPR XBP1 act -2, tim10-1 inh 10, TIM10 inh 6, APJ ag -1, Mdm2-MdmX inh 4, CHOP UPR activ -1.7 and tim23-1 inh 19.
COc1cc(/C=C(/NC(=O)c2ccccc2)C(=O)N2CCOCC2)c([N+](=O)[O-])cc1OC was read as NR3A LBD binder 2, NALP3 yeast inh -6, UPR XBP1 act -2, tim10-1 inh 6, TIM10 inh 8, APJ ag -1, Mdm2-MdmX inh 19, CHOP UPR activ 1.9 and tim23-1 inh 1.

(further entries)
`CCN(CC)c1ncnc2sc(C(=O)N3CCN(c4ccccc4)CC3)c(C)c12` gave NR3A LBD binder 2, NALP3 yeast inh 23, UPR XBP1 act 1, tim10-1 inh 23, TIM10 inh 12, APJ ag 0, Mdm2-MdmX inh 24, CHOP UPR activ 0.6 and tim23-1 inh 29.
`Cc1cc(NC(=O)CSc2nnc(-c3c[nH]c4ccccc34)n2-c2ccc(Cl)cc2)no1` gave NR3A LBD binder -7, NALP3 yeast inh 4, UPR XBP1 act 40*, tim10-1 inh 10, TIM10 inh -35, APJ ag -3, Mdm2-MdmX inh 14, CHOP UPR activ 4.1 and tim23-1 inh -21.
`COc1ccc(CCNC(=O)COC(=O)/C=C/c2ccc(OC)cc2OC)cc1` gave NR3A LBD binder 0, NALP3 yeast inh 2, UPR XBP1 act 0, tim10-1 inh 27, TIM10 inh -2, APJ ag -2, Mdm2-MdmX inh -9, CHOP UPR activ -1.5 and tim23-1 inh 24.
COCCN1C=C(C(=O)OC)C(c2ccccc2Cl)C(C(=O)OC)=C1 was read as NR3A LBD binder 1, NALP3 yeast inh -5, UPR XBP1 act 1, tim10-1 inh 17, TIM10 inh 20, APJ ag 5, Mdm2-MdmX inh -31, CHOP UPR activ 1.7 and tim23-1 inh 25.
CCOc1cc(C2C(C#N)=C(N)Oc3n[nH]c(C)c32)ccc1OCCN1CCOCC1 (stereo not given) was read as NR3A LBD binder -2, NALP3 yeast inh 7, UPR XBP1 act -4, tim10-1 inh 6, TIM10 inh 8, APJ ag -6, Mdm2-MdmX inh -19, CHOP UPR activ 1.5 and tim23-1 inh 3.
CC(Sc1nnc(-c2ccc(Cl)cc2)n1N)C(=O)NCC1CCCO1 (stereo not given) was read as NR3A LBD binder 4, NALP3 yeast inh 8, UPR XBP1 act 1, tim10-1 inh 3, TIM10 inh 3, APJ ag -5, Mdm2-MdmX inh -16, CHOP UPR activ 0.1 and tim23-1 inh 12.
CCOc1ccc(C(=O)NCC(=O)OCc2c(F)cccc2Cl)cc1 was read as NR3A LBD binder 6, NALP3 yeast inh 13, UPR XBP1 act 1, tim10-1 inh 12, TIM10 inh 14, APJ ag -1, Mdm2-MdmX inh 5, CHOP UPR activ 3.7 and tim23-1 inh 14.
`CCOc1ccc2nc(NS(C)(=O)=O)sc2c1` gave NR3A LBD binder -1, NALP3 yeast inh 9, UPR XBP1 act 0, tim10-1 inh 9, TIM10 inh 3, APJ ag -3, Mdm2-MdmX inh -3, CHOP UPR activ 0.8 and tim23-1 inh 2.
Screening Cc1cccc2sc(NC(=O)Cn3cccc3)nc12 returned NR3A LBD binder -3, NALP3 yeast inh 19, UPR XBP1 act 2, tim10-1 inh 31, TIM10 inh 11, APJ ag 1, Mdm2-MdmX inh 26, CHOP UPR activ 2.0 and tim23-1 inh 27.
`C=CCNc1ncnc2c1[nH]c1ccc(C)cc12` gave NR3A LBD binder -8, NALP3 yeast inh -1, UPR XBP1 act 2, tim10-1 inh -21, TIM10 inh -10, APJ ag 5, Mdm2-MdmX inh -81, CHOP UPR activ 5.2 and tim23-1 inh -2.
For O=C(C1CCCN(C2CC(=O)N(c3ccc(Cl)cc3)C2=O)C1)N1CCCC1 (stereo not given) the results were NR3A LBD binder 2, NALP3 yeast inh 7, UPR XBP1 act -4, tim10-1 inh 22, TIM10 inh 18, APJ ag 5, Mdm2-MdmX inh 21, CHOP UPR activ 1.4 and tim23-1 inh 28.

Screening data deposited in PubChem by Sanford-Burnham Center for Chemical Genomics.
